Screening data as filed in PubChem.
H37Rv inhibition – M. tuberculosis growth inhibition, HTS (AID 449762); M. tuberculosis H37Rv growth inhibition, 7H9 media; higher % means a stronger effect; hit rate 0.59% among 330,000; inhibition, % at 25 µM, or IC50 in µM where a hit was titrated; in the data active = a potency from the dose series; inconclusive = inhibition above about 70% without an active follow-up result;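 note: bacterial growth assessed after seven days of incubation; strong numbers were not always called active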
H1N1 NS1A inhibition – H1N1 influenza NS1A inhibitors, functional cell based assay (AID 504329) | NS1A functional cell-based assay, percent inhibition; higher % means a stronger effect | hit rate 0.3% among 340,000 | one-dose inhibition, % at 12.5 µM; IC50 in µM for titrated hits; in the data active = a potency from the dose series; inconclusive = inhibition above about 27% without an active follow-up result; note: strong numbers were not always called active
M. tuberculosis – growth inhibition of non-replicating M. tuberculosis (AID 488890). Mycobacterium tuberculosis non-replicating, growth inhibition; higher % means a stronger effect. one-dose inhibition, % at 25 µM; IC50 in µM for titrated hits. hit rate 0.39% among 320,000; in the data active = a potency from the dose series; inconclusive = inhibition mostly from about 82% at the one dose, without a potency; inactive = the rest, 99 in 100 with inhibition below about 76%;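 note: plate controls were DMSO cells for no effect and high antibiotic wells for full effect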
inhibitors of VEEV – inhibitors of VEEV TC-83 cytopathic effect, confirmation, Vero cells (AID 588727); one-dose inhibition, % at 20 µM; IC50 in µM for titrated hits; hit rate 0.13% among 350,000; Vero cells, VEEV TC-83 cytopathic effect inhibition; higher % means a stronger effect; in the data active = a potency from the dose series; inconclusive = inhibition mostly from about 14% at the one dose, without a potency; inactive = the rest, 99 in 100 with inhibition below about 12%; note: strong numbers were not always called active
Salmonella PhoP GFP – PhoP regulon inhibitors, Salmonella typhi PhoP promoter GFP reporter, confirmatory (AID 1850). hit rate 0.33% among 310,000. Salmonella Typhi PhoP-promoter GFP reporter, fluorescence, 4 h; higher % means a stronger effect. inhibition, % at 50 µM; hits with a dose series show IC50 in µM; in the data active = a potency from the dose series; inconclusive = inhibition mostly from about 25% at the one dose, without a potency; inactive = the rest, 99 in 100 with inhibition below about 19%;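 note: 0% = induced wells with vehicle and 100% = uninduced wells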
inhibitors of VEEV 10K pilot screen – also measured in inhibitors of VEEV; calls as there; inhibition, %; measured here: 10K pilot screen inhibition
* = called active by the depositor; i = inactive; ? = inconclusive; · = not tested or not shown.

Preview:
SMILES	H37Rv inhibition	H1N1 NS1A inhibition	M. tuberculosis	inhibitors of VEEV	Salmonella PhoP GFP	others
CC1CCN(C(=O)c2ccc(N3CCOCC3)c([N+](=O)[O-])c2)CC1	-2%	-2%	18%	3.1%	·
COc1ccc(C/C(C)=N/NC(=O)C2COc3ccccc3O2)cc1 (stereo not drawn)	4%	-1%	-18%	0.7%	-3%	inhibitors of VEEV 10K pilot screen=1.0
Cc1ccccc1-n1nnnc1Sc1nnnn1-c1ccccc1	64%	-8%	?	6.1%	-12%

The listing, from the start:
SMILES	H37Rv inhibition	H1N1 NS1A inhibition	M. tuberculosis	inhibitors of VEEV	Salmonella PhoP GFP	others
CC1CCN(C(=O)c2ccc(N3CCOCC3)c([N+](=O)[O-])c2)CC1	-2%	-2%	18%	3.1%	·
COc1ccc(C/C(C)=N/NC(=O)C2COc3ccccc3O2)cc1 (stereo not drawn)	4%	-1%	-18%	0.7%	-3%	inhibitors of VEEV 10K pilot screen=1.0
Cc1ccccc1-n1nnnc1Sc1nnnn1-c1ccccc1	64%	-8%	?	6.1%	-12%
O=C(c1cc(Cl)ccc1O)N1CCN(S(=O)(=O)c2cccs2)CC1	2%	-4%	0%	1.0%	6%
O=C(O)c1ccc(NC(=O)c2ccco2)c(NC(=O)c2ccco2)c1	-7%	8%	-6%	0.6%	21%
O=C(NCCc1c[nH]c2ccccc12)C1CCN(c2nnc(N3CCCC3=O)s2)CC1	-5%	2%	35%	6.0%	1%
COc1ccc(C(=O)c2coc(-c3ccccc3C(=O)O)c2C(=O)O)cc1	3%	10%	-17%	1.0%	-5%
CCc1cc2c(-c3ccccc3)cc(=O)oc2cc1OCC(=O)NCC1CCC(C(=O)O)CC1 (stereo not drawn)	-3%	3%	0%	1.0%	-1%
Oc1cccc(Nc2ccccc2)c1	62%	-16%	16%	0.3%	·
CC(CN1CCOCC1)OC(=O)Cc1ccccc1 (stereo not drawn)	-2%	-9%	-5%	i	3%
CCOC(=O)c1nnc(-c2ccc(C)cc2)nc1N1CCSCC1	0%	4%	52%	0.1%	-3%
CC(C)(C)S(=O)(=O)c1cnc(N2CCCC2)nc1N	6%	-23%	2%	1.9%	3%
Cc1c(Br)cc(C(=O)NCCCN2CCOCC2)c(C)c1C	-3%	-3%	-17%	0.8%	2%	inhibitors of VEEV 10K pilot screen=0.5
CCOc1ccc(CNC23CN4CN(CN(C4)C2)C3)cc1	-4%	1%	-4%	0.9%	2%
O=C(NCCN1CCOCC1)c1ccc(Cl)c(S(=O)(=O)NCc2ccccc2)c1	0%	-2%	-4%	i	·
Cc1cc(C)c2sc(NC(=O)C3CC3)nc2c1	4%	1%	18%	6.6%	7%
COc1cc2ccccc2cc1C(=O)N1CC(C)OC(C)C1 (stereo not drawn)	·	-1%	·	i	·
Cc1noc(C)c1C(=O)OC(C)C(=O)Nc1ccc(C(N)=O)cc1 (stereo not drawn)	-7%	3%	-8%	7.4%	·
O=C(O)c1cccc(NC(=O)c2ccccc2NC(=O)c2cccc([N+](=O)[O-])c2)c1	3%	-12%	-15%	i	-5%
CSc1cccc(NC(=S)Nc2cc(C)ccc2C)c1	27%	10%	?	1.6%	-13%
COc1ccc(/C=C/C(=O)O)cc1S(=O)(=O)N1CCc2ccccc2C1	-4%	10%	-6%	1.1%	-2%
O=C(CSc1nccn1-c1ccc(F)cc1)NCc1ccc(F)cc1	8%	5%	-1%	0.5%	-2%
CCCCn1c(C(C)NC(=O)CCC)nc2ccccc21 (stereo not drawn)	-6%	-7%	4%	i	-4%
CCn1cc(S(=O)(=O)Nc2cccnc2)cn1	2%	-10%	-11%	3.4%	-8%
CCOC(=O)NN1C(=O)c2ccccc2NC1c1cccnc1 (stereo not drawn)	0%	3%	-5%	7.5%	5%
CC(C)CN1CCC(=O)N(CCN=[N+]=[N-])CC1	-3%	5%	-14%	0.7%	-7%
O=C(CN1C(=O)CSC1=O)c1ccccc1	0%	4%	4%	1.4%	2%
Cc1nn(-c2ccccc2)c(N)c1N=Nc1ccccc1	-3%	9%	9%	?	9%
O=C(COC(=O)CCNS(=O)(=O)c1ccccc1)NC(=O)Cc1ccccc1	-3%	-8%	18%	2.4%	·
O=C(CSc1nc2[nH]ncc2c(=O)[nH]1)Nc1ccccc1	-2%	7%	-19%	i	-5%
N[C@@H](Cc1c[nH]c2ccccc12)c1nnc(SCc2ccccc2F)o1	-2%	6%	22%	0.1%	9%
CN(C)S(=O)(=O)c1ccc(NS(=O)(=O)/C=C/c2ccccc2)cc1	16%	-2%	10%	5.3%	1%
CC(=O)c1sc(NC(=O)COc2ccc(Cl)cc2Cl)nc1C	8%	-2%	-6%	1.0%	-17%
CCOC(=O)c1sc(NC(=O)CN2C(=O)C3CC=CCC3C2=O)nc1C (stereo not drawn)	0%	-19%	17%	5.2%	·
OC(CN1CCCCC1)CN(c1ccccc1)c1ccccc1 (stereo not drawn)	2%	-2%	1%	0.4%	19%
CCOc1ccccc1Nc1nnc(SCc2nnc(-c3cc(OC)c(OC)c(OC)c3)o2)s1	1%	8%	23%	7.9%	-4%
O=P(Nc1cccc(Cl)c1)(Oc1ccccc1)Oc1ccccc1	19%	-11%	13%	5.7%	-42%
Cc1cccc(NC(=O)CCNS(=O)(=O)c2cccc3nonc23)c1C	61%	-18%	-1%	0.1%	1%
O=C(CCC(=O)NCc1ccccc1)NCc1ccccc1	-4%	0%	-3%	0.4%	3%
N#Cc1c(NC(=O)c2ccc(N3CCOCC3)c([N+](=O)[O-])c2)sc2c1CCCC2	-1%	-3%	-16%	2.9%	-3%
O=C(O)CSc1nc(-c2ccccc2)cc(=O)[nH]1	0%	-4%	-5%	0.2%	5%
Cc1c(NC(=O)CSc2nncc3ccccc23)c(=O)n(-c2ccccc2)n1C	-20%	-1%	-8%	0.9%	-9%
CS(=O)(=O)N1CCN(C(=O)c2ccc(-c3ccccc3)cc2)CC1	2%	-2%	-3%	0.9%	6%	inhibitors of VEEV 10K pilot screen=1.5
Cc1ccc(NC(=S)NCC2CCCO2)cc1 (stereo not drawn)	-2%	-64%	13%	1.0%	2%
CCC(c1nnnn1CCc1ccccc1)N1CCN(C(=O)c2ccco2)CC1 (stereo not drawn)	-11%	1%	-15%	i	-2%
O=C(c1ccc(NC(=S)Nc2ccc(Cl)c(Cl)c2)cc1)N1CCCC1	66%	1%	?	0.1%	4%
CNC(=S)Nc1ccc(OCc2ccccc2)cc1	?	-8%	?	2.6%	0%
CC(=O)c1cccc(NC(=O)CN2CCN(S(=O)(=O)/C=C/c3ccccc3)CC2)c1	-10%	-16%	24%	2.2%	·
CCCC(=O)n1nc(NCc2ccc(OC)cc2)nc1NCc1ccc(OC)cc1	0%	-2%	13%	0.9%	-1%
O=C1c2cccc3c(O)ccc(c23)C(=O)N1c1ccc(Cl)cc1	-4%	-15%	6%	1.7%	-148%

3 entries picked at random from those above, as already listed:
SMILES	H37Rv inhibition	H1N1 NS1A inhibition	M. tuberculosis	inhibitors of VEEV	Salmonella PhoP GFP	others
CCCC(=O)n1nc(NCc2ccc(OC)cc2)nc1NCc1ccc(OC)cc1	0%	-2%	13%	0.9%	-1%
CNC(=S)Nc1ccc(OCc2ccccc2)cc1	?	-8%	?	2.6%	0%
O=C1c2cccc3c(O)ccc(c23)C(=O)N1c1ccc(Cl)cc1	-4%	-15%	6%	1.7%	-148%

The list goes on.
SMILES	H37Rv inhibition	H1N1 NS1A inhibition	M. tuberculosis	inhibitors of VEEV	Salmonella PhoP GFP	others
O=C(COc1ccc(Br)cc1)NCc1ccccn1	3%	5%	2%	i	17%
COc1ccc(NC(=O)Nc2ccc3c(c2)C(=O)N([C@@H](C)CO)C[C@@H](C)[C@@H](CN(C)CC2CCCCC2)O3)cc1	1%	-5%	30%	0.5%	·
CCOC(=O)c1c(C=O)c(C)n(Cc2ccccc2Cl)c1C	-2%	19%	11%	4.1%	1%
Cc1ccc2c(c1Cl)NC(C(=O)O)C1CC(Sc3ccccc3[N+](=O)[O-])C(Cl)C21 (stereo not drawn)	3%	4%	8%	1.9%	6%
Cc1ccc(C)c(N(CC(=O)NC(C)(C)C)C(=O)CNC(=O)c2cccs2)c1	-7%	-10%	-8%	3.1%	6%
O=C1NC(c2ccc(Cl)cc2Cl)Oc2ccccc21 (stereo not drawn)	-6%	4%	24%	0.2%	-8%
CCOC(=O)CNC(=O)N1CCc2ccc(NC(=O)c3ccccc3OC)cc2C1	0%	0%	44%	0.9%	-5%
CC1CN(C(=O)c2cccc(S(=O)(=O)Nc3cc(Cl)ccc3Cl)c2)CC(C)O1 (stereo not drawn)	0%	-11%	-4%	2.1%	3%
CCC(C)c1ccc(S(=O)(=O)N2CCN(C(=O)COc3ccc4c(C)cc(=O)oc4c3)CC2)cc1 (stereo not drawn)	-1%	-18%	12%	7.0%	-4%
Cc1ccc(C(=O)NCCCn2ccnc2)cc1[N+](=O)[O-]	6%	2%	-18%	i	3%
Cc1ccc(C(=O)OCC(=O)Nc2cc(S(=O)(=O)N3CCOCC3)ccc2C)cc1	9%	-4%	14%	6.1%	4%
NS(=O)(=O)c1ccc(CCNc2nc3c(-c4cccc(F)c4)nnn3c3ccccc23)cc1	5%	-8%	-10%	i	-1%
O=C(CN1CCCCC1)c1c[nH]c2ccccc12	-10%	-7%	-18%	0.3%	3%
Cc1[nH]n(-c2ccc([N+](=O)[O-])cc2)c(=O)c1C=NCCc1c[nH]c2ccccc12	6%	-5%	-12%	i	-9%
CCC(=O)c1ccc2ncccc2c1	5%	-7%	-2%	0.9%	-1%	inhibitors of VEEV 10K pilot screen=1.6
O=C(Nc1ccc(Cl)cc1)Nc1ccc2c(c1)N1CCN=C1S2	-2%	-2%	64%	4.1%	69µM*
CCc1ccc2nc(SCC(=O)N(CC)CC)c(C#N)cc2c1	7%	8%	20%	4.0%	-8%
Nc1nccnc1C(=O)OCC(=O)NCCc1ccc(S(N)(=O)=O)cc1	-1%	3%	-14%	i	0%
Cc1cnc(C(=O)OCC(=O)Nc2ccc(C)c(S(=O)(=O)N3CCCCCC3)c2)cn1	7%	4%	12%	1.1%	-16%
COc1ccc(C(=O)Nc2cccc3nc(C)ccc23)c(OC)c1	32%	-1%	40%	0.1%	-3%
CCS(=O)(=O)N1Cc2ccccc2CC1C(=O)Nc1ccc(F)cc1 (stereo not drawn)	2%	-3%	-13%	0.3%	11%
CN(C(=O)CSc1nnc(COc2ccccc2F)n1N)C1CCS(=O)(=O)C1 (stereo not drawn)	4%	-1%	-3%	1.8%	12%
COc1ccc(OCc2nnc(SCC(=O)NCC3CCCO3)n2N)cc1 (stereo not drawn)	4%	5%	27%	2.3%	·
CCOC(=O)c1oc2c(c1C)/C(=N/O)CCC2	-4%	3%	30%	i	3%
CC(C)=C1C2CCC1C(C(=O)NCCc1ccccc1)C2C(=O)O (stereo not drawn)	5%	-3%	19%	1.1%	-1%
O=C(NCC1CCCO1)c1ccccc1NS(=O)(=O)c1cc([N+](=O)[O-])ccc1Cl (stereo not drawn)	6%	9%	30%	0.9%	·
Cc1ccc2c(c1)CCCN2C(=O)c1ccco1	10%	0%	9%	2.4%	3%
O=C(O)CSc1cc(C(=O)c2ccccc2O)cn2c(=O)c3c(-c4ccccc4)csc3nc12	-9%	0%	7%	5.7%	6%
C#CCOCCOCCOCCNc1nc(N2CCN(C(=O)[C@H](CO)n3cc([C@@H](N)C(C)C)nn3)CC2)nc(N2CCN(C(=O)[C@H](CO)n3cc([C@@H](N)C(C)C)nn3)CC2)n1	·	1%	·	0.1%	·	inhibitors of VEEV 10K pilot screen=1.1
CC1=NN(c2ccccc2C)C(=O)C1	·	-19%	·	2.5%	·
CC(C)Cn1c(=O)c(C(=O)Nc2ccccc2S(N)(=O)=O)c(O)c2ccccc21	2%	-3%	9%	i	3%
O=C1c2ccccc2CN1CCNS(=O)(=O)c1ccc(Cl)cc1	1%	-3%	3%	0.4%	-3%
Cc1ccc(C(=O)NC2c3ccccc3-c3ccccc32)cc1	1%	-7%	-8%	i	-8%
Cc1ccccc1CN1CCC(CNC(=O)Nc2ccc(F)cc2F)CC1	0%	2%	3%	i	-15%
NC(=O)c1cc(C(=O)Cc2ccc(Cl)cc2)c[nH]1	0%	-4%	8%	1.3%	-17%
O=C(O)CC(CCc1ccccc1)OC1OC(CO)C(O)C(O)C1O (stereo not drawn)	-13%	-5%	-17%	1.5%	5%
CN(C)c1cc(O)c(C(=S)Nc2ccccc2)c(N(C)C)c1	·	8%	40%	4.2%	-4%
CC(CN(C)Cc1ccccc1)OC(=O)c1ccc2c(c1)OCCO2 (stereo not drawn)	11%	8%	10%	0.7%	-3%
Cc1cc(C)c2c(n1)SCC(=O)N2CC(=O)Nc1cc(F)ccc1F	-2%	2%	19%	i	-1%
